Screening data (PubChem BioAssay)
BioA inh = M. tuberculosis BioA enzyme inhibitors, primary screen, biochemical, plate reader, single point, HTS | 7,8-diaminopelargonic acid synthase BioA (Mycobacterium tuberculosis) | inhibition, % at 9.99 µM | 360,000 tested, 0.096% active | purified M. tuberculosis BioA enzyme | AID 602481, 2012; in the data active means inhibition above about 40%; inconclusive means no clear call, values can overlap the other calls
Anthrax LF inh2 = Bacillus anthracis LF protease inhibitors, primary screen, biochemical, multiplex microsphere, MLPCN library; inhibition, % at 10 µM; multiplex microsphere protease cleavage assay; 360,000 tested, 0.12% active; Lethal factor (Bacillus anthracis), P15917; further: plate controls were buffer without enzyme for full effect and enzyme alone for no effect
FadD28 binding = inhibitors of FadD28 bisubstrate probe binding, primary screen, biochemical, fluorescence polarization, single point | Mycobacterium tuberculosis FadD28 fatty-acid-AMP ligase | inhibition, % at 12.5 µM | 360,000 tested, 0.22% active; in the data active means inhibition above about 8.5%, passing the limit was not always enough; inconclusive means no clear call, values can overlap the other calls
BoNT-F LC inh = BoNT/F light chain protease inhibitors, primary screen, biochemical, flow cytometry, MLPCN library; Botulinum neurotoxin type F light chain protease (Clostridium botulinum); Multiplex microsphere protease cleavage assay; inhibition, % at 10 µM; 360,000 tested, 0.22% active; AID 588497, 2011; in the data active means inhibition above about 35%, passing the limit was not always enough; inconclusive means no clear call, values can overlap the other calls; further: plate controls were buffer without enzyme for full effect and enzyme alone for no effect
Mtb UGM inh = M. tuberculosis UGM enzyme inhibitors, primary screen, biochemical, fluorescence polarization, single point | UDP-galactopyranose mutase (Mycobacterium tuberculosis (strain ATCC 25618 / H37Rv)), … | purified UGM, fluorescence polarization probe displacement | inhibition, % at 10 µM | 320,000 tested, 0.06% active | AID 504406, 2011; in the data active means inhibition above about 10%, passing the limit was not always enough; inconclusive means no clear call, values can overlap the other calls
Target sequence (P9WIQ1 whole entry, looked up): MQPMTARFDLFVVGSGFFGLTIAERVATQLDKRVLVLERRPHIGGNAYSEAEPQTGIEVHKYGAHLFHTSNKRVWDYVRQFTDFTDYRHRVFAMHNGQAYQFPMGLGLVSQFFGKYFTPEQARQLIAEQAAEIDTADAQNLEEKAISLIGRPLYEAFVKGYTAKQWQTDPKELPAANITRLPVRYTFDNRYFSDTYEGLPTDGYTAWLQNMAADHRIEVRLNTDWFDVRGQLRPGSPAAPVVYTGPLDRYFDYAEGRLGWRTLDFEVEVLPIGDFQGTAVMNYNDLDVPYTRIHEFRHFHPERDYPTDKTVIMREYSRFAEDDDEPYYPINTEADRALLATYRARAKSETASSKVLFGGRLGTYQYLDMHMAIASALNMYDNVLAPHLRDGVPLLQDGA
PfHsp40 yeast = rescue of yeast from PfHsp40 toxicity, primary screen, S. cerevisiae, ATP luminescence; 340,000 tested, 0.68% active; growth rescue, % at 12.5 µM; S. cerevisiae expressing PfHsp40, growth rescue; in the data active means growth rescue above about 28%, passing the limit was not always enough; inconclusive means no clear call, values can overlap the other calls;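 further: yeast W303a lacking pdr1 and pdr3 grown in galactose medium; growth measured after three days at 30 °C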
FBA Mtb inh = Mtb FBA enzyme inhibitors, primary screen, biochemical, fluorescence, strain H37Rv; Fructose-bisphosphate aldolase (Mycobacterium tuberculosis (strain ATCC 25618 / H37Rv)), …; purified M. tuberculosis FBA, fluorescence read-out; inhibition, % at 1 µM; 360,000 tested, 2.3% active; AID 588726, 2011; in the data active means inhibition above about 27%;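 further: 0% = vehicle and 100% = reference inhibitor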
Target sequence (P9WQA3 whole entry, looked up): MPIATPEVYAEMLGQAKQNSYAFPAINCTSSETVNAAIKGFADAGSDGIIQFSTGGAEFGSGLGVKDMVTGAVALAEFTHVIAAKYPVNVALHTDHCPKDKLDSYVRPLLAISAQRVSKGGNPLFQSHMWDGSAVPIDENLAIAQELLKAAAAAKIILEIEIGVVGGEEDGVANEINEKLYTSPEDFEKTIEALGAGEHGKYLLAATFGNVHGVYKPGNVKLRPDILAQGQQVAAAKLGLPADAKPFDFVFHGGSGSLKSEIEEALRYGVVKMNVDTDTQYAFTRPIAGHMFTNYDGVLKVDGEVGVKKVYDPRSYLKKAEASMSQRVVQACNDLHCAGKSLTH
BoNT-A LC inh2 = BoNT/A light chain protease inhibitors, primary screen, biochemical, flow cytometry, MLPCN library | multiplex microsphere protease substrate cleavage | inhibition, % at 10 µM | 360,000 tested, 0.17% active | AID 588499, 2011; further: plate controls were buffer without enzyme for full effect and enzyme alone for no effect
GDH-TPI inh = GDH-TPI coupling enzyme inhibitors, primary screen, artefact control for M. tuberculosis FBA inhibitor project, biochemical, absorbance, full deck; GDH-TPI coupled enzyme counterscreen, NADH absorbance; inhibition, % at 4.8 µM; 360,000 tested, 1.2% active; in the data active means inhibition above about 30%;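 further: 0% = DMSO wells and 100% = wells lacking the enzyme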
Numbers without * were called inactive; u = inconclusive; x = not tested or not shown; & = joins results of further samples. Unless noted, no stated cut-off is given here; in the data, active means inhibition above about 30%; inconclusive means no clear call, values can overlap the other calls; inactive means below that. This is a random part of the collection; about 4.7% have a hit in one of these screens.

SMILES	BioA inh	Anthrax LF inh2	FadD28 binding	BoNT-F LC inh	Mtb UGM inh	PfHsp40 yeast	FBA Mtb inh	BoNT-A LC inh2	GDH-TPI inh
C=CCn1c(-c2ccco2)n[nH]c1=S	1.5	4	0.5	1	-0.5	-1.6	13	0.5	-1
O=C(CC[C@H]1O[C@@H](n2cnc3c(NC(=O)c4ccccc4)ncnc32)[C@H](O)[C@@H]1O)N[C@@H](CO)Cc1c[nH]c2ccccc12	1.2	-2	-1.0	2	x	x	3	-0.1	x
CSc1ccccc1OCc1cc(C(=O)NCCC2CCCCO2)no1 (stereo unspecified)	0.0	2	-0.1	-2	-1.2	-1.4	0	0.5	-10
Cc1ccc(S(=O)(=O)c2nc(S(C)(=O)=O)sc2N(C)C)cc1	-0.4	-4	-1.0	-3	-1.3	-0.5	1	0.3	12
Cn1nnc2c(N3CCCCC3)nccc21	0.8	0	-3.8	-14	-0.5	-0.8	5	-0.6	9
Cc1ccc(NC(=O)C2CCC(CNC(=O)[C@@H]3Cc4ccccc4CN3)CC2)cc1 (stereo partly specified)	-2.9	-1	0.1	-4	0.3	-0.7	-2	-0.1	2
COc1cc(/C=N\Nc2nc(-c3cccs3)c(NC(C)=O)s2)ccc1O	x	-15	-0.8	-11	0.3	-0.3	3	-2.2	35*
Cc1cc(C(F)(F)F)c(C#N)c(=O)[nH]1	-1.6	1	-1.2	-3	4.1	0.5	137*	-0.1	15
CCc1ccc(NC(=O)Nc2cc(C(=O)NCC3CCCO3)ccc2N2CC3CC(C2)c2cccc(=O)n2C3)cc1 (stereo unspecified)	-0.4	2	-2.3	4	2.6	-0.3	0	-0.8	-6
CCSc1nnc(NC(=O)C2CCN(S(=O)(=O)c3cc(C(F)(F)F)ccc3Cl)CC2)s1	0.0	-1	-0.4	2	-0.6	-0.3	-4	0.8	10
Cc1ccc(C)c(C(=O)C(C)OC(=O)CN2C(=O)NC3(CC(C)CC(C)(C)C3)C2=O)c1 (stereo unspecified)	-0.9	0	-0.5	3	-1.8	0.1	-1	0.0	-4
COc1cccc(C(=O)OCC(=O)Nc2ccc(N3CCOCC3)cc2)c1	-1.8	0	-1.6	-4	0.7	-0.7	4	0.3	10
Cc1ccc(S(=O)(=O)N2C[C@]3(O)C[C@@H]4C(=O)N(c5ccccc5)C(=O)[C@@H]4C[C@]3(OC(=O)Nc3c(C)noc3C)C2)cc1	0.2	0	1.5	0	x	x	3	0.1	-1
N#Cc1ccc(OCC(=O)Nc2ccccc2NS(=O)(=O)c2cccs2)cc1	-0.1	-5	0.4	-31	1.1	-0.5	2	-2.4	1
O=C(CN(C(=O)CNC(=O)c1cccs1)c1cccc(F)c1)NC1CCCCC1	0.9	1	-0.7	-2	-3.1	0.9	0	-2.3	5
C#CCNCCS(=O)(=O)N(Cc1ccc(Br)cc1)[C@@H](C)C(=O)O	0.3	-2	0.7	0	x	-0.6	2	-0.1	5
CCn1c(SCC(=O)c2[nH]c(C)c(C(C)=O)c2C)nnc1-c1ccccc1	0.5	-4	-1.9	-2	2.1	-1.0	-1	-0.3	9
FC(F)(F)c1ccccc1C1=CC(c2ccccc2)n2ncnc2N1 (stereo unspecified)	0.8	0	-3.4	-1	2.0	1.1	15	-0.1	3
CCN(CC)S(=O)(=O)c1ccc(C)c(NC(=S)NNC(=O)C2CC2)c1	x	0	-2.9	0	-2.2	-1.5	-2	-0.1	2
COCCN=C1NN=C(c2cc(C)n(CC3CCCO3)c2C)CS1 (stereo unspecified)	x	-11	-1.4	-15	-3.2	-1.5	0	-0.7	9
COc1ccc(NC(=O)CCC(=O)c2ccc(C(C)C)cc2)cc1	-1.1	1	-0.4	u	-1.1	1.6	2	5.8	-1
CSc1ccccc1NC(=O)CN(C)C(=O)Cc1c(F)cccc1Cl	2.4	0	-0.4	-33	-0.4	-2.3	0	-0.4	-2
COC(=O)c1ccccc1OCC(=O)N1CCN(c2ccc(OC)cc2)CC1	0.9	-4	-1.1	11	-2.2	-1.0	-13	1.3	-5
O=C(NC1CCc2ccccc21)c1cc(COc2c(F)cccc2F)on1 (stereo unspecified)	-0.3	1	1.8	1	0.6	0.1	-2	-0.7	4
O=C(NCc1nnc(SCC(=O)N2CCCC2)o1)c1ccccc1	2.3	0	-3.5	2	-0.8	0.5	0	-1.9	-5

Single entries from the results shown.
Under GDH-TPI inh, CCN(CC)S(=O)(=O)c1ccc(C)c(NC(=S)NNC(=O)C2CC2)c1 is entered as 2
Under Anthrax LF inh2, COC(=O)c1ccccc1OCC(=O)N1CCN(c2ccc(OC)cc2)CC1 is entered as -4
Under FBA Mtb inh, C#CCNCCS(=O)(=O)N(Cc1ccc(Br)cc1)[C@@H](C)C(=O)O is entered as 2
Under BoNT-F LC inh, CSc1ccccc1NC(=O)CN(C)C(=O)Cc1c(F)cccc1Cl is entered as -33

(listing goes on)
SMILES	BioA inh	Anthrax LF inh2	FadD28 binding	BoNT-F LC inh	Mtb UGM inh	PfHsp40 yeast	FBA Mtb inh	BoNT-A LC inh2	GDH-TPI inh
CC(=O)CC(C)=NCCN=C(C)CC(C)=O	-1.0	-2	-3.7	-8	0.2	-0.4	-2	-1.1	7
Cc1cc2c(c(=O)o1)C1(C(=O)N(CC(=O)O)c3ccccc31)C(C#N)=C(N)O2 (stereo unspecified)	-3.3	-1	0.3	5	-3.1	-1.8	-2	0.1	9
CCOC(=O)N1CCN(C(=O)COc2cccc3c2CCN(Cc2cccc(C)c2)C3=O)CC1	x	-3	-0.1	-6	2.9	-0.6	-2	0.2	6
O=C(CCC(=O)Nc1ccccc1)N/N=C/c1ccncc1	-1.0	-4	-1.5	0	-2.0	-1.0	1	-1.3	1
Cc1ccsc1C(=O)Nc1cc(C(C)(C)C)nn1-c1ccccc1	x	-4	-0.9	-6	-0.6	0.5	0	-0.3	8
COc1ccc(/C(N)=N/OC(=O)Cc2ccccc2)cc1	x	-2	-1.3	-1	2.1	-0.2	0	-0.6	3
COc1ccc(Cl)cc1Nc1cc(C)nc2ncnn12	-0.9	3	-1.3	-6	x	x	2	0.5	1
COC(=O)C1=C(c2ccc(C(C)=O)cc2)C[C@@H]2CC[C@H]1N2C	12	-6	0.3	4	0.3	-0.9	0	-0.5	1
COc1ccc(NC(=O)COC(=O)c2ccc(S(=O)(=O)N3CC(C)CC(C)C3)cc2)cc1OC (stereo unspecified)	-0.9	1	-1.6	-1	x	x	-1	-0.6	6
CC(C)(C)OC(=O)N1CCN(Cc2ccc(F)c(B(O)O)c2)CC1	-0.1	2	-1.7	-1	x	-0.4	0	-0.1	6
O=C1C=CN(Cc2ccccc2)CC1	0.9	2	-0.8	1	-0.4	0.4	3	0.8	25
C[C@H]1CN([C@@H](C)CO)C(=O)CCCn2nncc2CO[C@H]1CN(C)C(=O)Oc1cccc2ccccc12	0.3&1.2&-1.9	-2	0.0	-3	x	x	3	-0.4	12
O=C(Nc1ccccc1F)Nc1ccccc1N1CCCCC1	-1.2	-5	-1.7	-6	1.4	-1.9	-2	-1.3	10
COc1ccccc1/C=N/NC(=O)CCSc1ccccc1	2.8	-2	-3.4	-1	0.3	-1.0	-5	-0.3	-5
O=C(Nc1ccc2c(c1)OCO2)C1CC1	-2.5	-6	-1.5	-8	3.0	0.4	1	-0.6	0
Cc1onc(-c2ccccc2Cl)c1C(=O)N(C)Cc1ccccc1	-0.4	-7	-1.5	16	-1.2	-0.9	1	0.7	3
O=C(CCn1c2c(c3ccccc31)CCCC2)NNC(=O)c1ccc(Cl)c([N+](=O)[O-])c1	x	0	-0.4	0	0.8	-0.2	3	-0.6	15
COc1ccc(N2CCN(C(=O)c3cccc(S(=O)(=O)N4CCc5ccccc54)c3)CC2)cc1	0.3	-10	0.7	-5	-3.6	2.2	-3	-0.2	1
OC1NC(=S)N(c2ccccc2)C1O (stereo unspecified)	-0.3	x	-1.2	x	0.9	3.0	3	x	12
CCN(CC)S(=O)(=O)c1ccc(N2CCOCC2)c(NC(=O)CSCc2c(C)noc2C)c1	8.4	2	-3.1	-6	x	-0.4	-1	0.1	3
COc1cccc(C(=O)Nc2nc3ccccc3s2)c1	0.2	-12	-2.2	u	0.9	5.0	0	-5.5	11
Cc1cc(N/N=C/c2ccc3c(c2)OCO3)nc2ccccc12	x	-13	-0.6	-9	1.7	0.0	16	-0.5	0
CCN(CC)CCNC(=O)CNC(=O)c1nn(-c2ccc(OC)cc2OC)c(=O)c2ccccc12	x	1	0.0	-18	-3.1	0.4	1	-2.6	5
O=C(c1csc(Nc2cccc3ccccc23)n1)N1CCCC1	0.3	-8	-3.5	-5	1.0	-0.2	4	0.5	6
COc1ccccc1CNC(=O)c1ccc(CS(=O)(=O)c2ccccc2C)o1	2.0	-4	-0.7	-1	-1.9	-0.5	0	0.4	-2
COc1cc(-c2noc(CCCC(=O)NC3CCCCC3)n2)cc(OC)c1OC	-0.1	-2	-2.1	-3	x	-1.2	3	u	11
O=C(CC1C(=O)NCCN1C(=O)Nc1ccccc1)Nc1cccc(C(F)(F)F)c1 (stereo unspecified)	3.0	-15	-4.5	3	-0.5	1.1	-4	0.0	4
Cc1ccc(-n2ncc3c2CCCC3NC(=O)CCCN2CCCC2=O)cc1C (stereo unspecified)	-0.4	-8	2.6	-9	-0.1	-2.6	1	0.2	2
OCC1(Cc2ccc(F)cc2)CCCN(Cc2ccc(F)cc2Cl)C1 (stereo unspecified)	-0.2	0	-0.7	20	-1.4	0.4	-1	1.0	0

Retrieved one by one from the list above, 4 records:
SMILES	BioA inh	Anthrax LF inh2	FadD28 binding	BoNT-F LC inh	Mtb UGM inh	PfHsp40 yeast	FBA Mtb inh	BoNT-A LC inh2	GDH-TPI inh
Cc1cc(C(F)(F)F)c(C#N)c(=O)[nH]1	-1.6	1	-1.2	-3	4.1	0.5	137*	-0.1	15
COC(=O)c1ccccc1OCC(=O)N1CCN(c2ccc(OC)cc2)CC1	0.9	-4	-1.1	11	-2.2	-1.0	-13	1.3	-5
Cc1ccc(C)c(C(=O)C(C)OC(=O)CN2C(=O)NC3(CC(C)CC(C)(C)C3)C2=O)c1 (stereo unspecified)	-0.9	0	-0.5	3	-1.8	0.1	-1	0.0	-4
COc1ccc(NC(=O)CCC(=O)c2ccc(C(C)C)cc2)cc1	-1.1	1	-0.4	u	-1.1	1.6	2	5.8	-1
